NPC1 prom act – activators of NPC1 promoter; AID 485313; Huh7 NPC1 promoter luciferase reporter, 24 h; Potency, µM (series often up to 9.22 µM), inactives show at the highest dose activation, hits mostly activators; actives 2.4% (n = 320,000);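 further: potency means the concentration at half of the fitted maximal effect; % of control where 0% means no effect; nearly all actives have a fitted effect of over 60% in size; reporter is driven by a mutant NPC1 promoter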
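Compounds in DMSO were transferred onto Huh7 NPC1-luciferase reporter cells pre-incubated 2 h; after 24 h at 37 °C, Amplite reagent was dispensed and luminescence recorded 10 min later.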
Coupling enz – counter-screen for Giardia aldolase inhibitors: coupling enzyme system | activity change, negative = inhibition, % at 58.2 µM, hits read low | AID 2472 | actives 0.67% (n = 290,000) | coupling enzyme system counterscreen, AmpLite Red fluorescence; in the data active means activity change below about -30%; further: on the % scale 0 is the no-effect control and ±100 the full control effect
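Counterscreen of the coupled detection system alone, without aldolase: glyceraldehyde-3-phosphate coupling enzymes plus AmpLite Red readout. Compounds at 57.5 uM final, 10 min RT preincubation, 20 min RT reaction, fluorescence 525/598 nm.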
FLuc counter – counter-screen for miR-21 project: firefly luciferase inhibitors or activators | P08659 | purified FLuc, Km substrates, luminescence inhibition | Potency, µM (titrated, usually from 57.5 µM), without a hit: at the highest dose activity change, negative = inhibition, usual class: inhibitors | actives 6.9% (n = 360,000) | AID 588342;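 further: potency means the concentration at half of the fitted maximal effect; plate controls were vehicle for no effect and reference inhibitor for full effect; nearly all actives have a fitted effect of over 55% in size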
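Biochemical qHTS of compounds, final roughly 60 µM downward over six points, against 10 nM purified firefly luciferase using Km concentrations of substrates (10 uM D-luciferin, 10 uM ATP) in Tris acetate pH 7.5 buffer; luminescence output.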
uPA surface inh – cell surface uPA generation inhibition. Potency, µM (top dose mostly 38.3 µM), for inactives: at the highest dose activity change, negative = inhibition, usual class: inhibitors. AID 540303. actives 0.31% (n = 330,000). cell surface uPA generation assay, qHTS; active means well fitted inhibition curve with a large enough effect; inconclusive means small, poorly fitted or top-dose-only effect; inactive means no such curve, though single readings can be large or run the other way; tested in mouse RAW 264.7 cells; further: potency means the concentration at half of the fitted maximal effect; on the % scale 0 is the no-effect control and ±100 the full control effect; nearly all actives have a fitted effect of over 55% in size
RORgamma inh – blocks mouse ROR gamma transcriptional activity. P51450. Drosophila S2 Gal4-RORgamma UAS-luciferase reporter, 20 h. Potency, µM (top dose mostly 53.6 µM), for inactives: top-dose activity change, negative = inhibition, hits mostly inhibitors. actives 5.4% (n = 310,000); further: potency means the concentration at half of the fitted maximal effect; on the % scale 0 is the no-effect control and ±100 the full control effect; nearly all actives have a fitted effect of over 60% in size
Target sequence (P51450 whole entry, looked up, the tested form may be a part): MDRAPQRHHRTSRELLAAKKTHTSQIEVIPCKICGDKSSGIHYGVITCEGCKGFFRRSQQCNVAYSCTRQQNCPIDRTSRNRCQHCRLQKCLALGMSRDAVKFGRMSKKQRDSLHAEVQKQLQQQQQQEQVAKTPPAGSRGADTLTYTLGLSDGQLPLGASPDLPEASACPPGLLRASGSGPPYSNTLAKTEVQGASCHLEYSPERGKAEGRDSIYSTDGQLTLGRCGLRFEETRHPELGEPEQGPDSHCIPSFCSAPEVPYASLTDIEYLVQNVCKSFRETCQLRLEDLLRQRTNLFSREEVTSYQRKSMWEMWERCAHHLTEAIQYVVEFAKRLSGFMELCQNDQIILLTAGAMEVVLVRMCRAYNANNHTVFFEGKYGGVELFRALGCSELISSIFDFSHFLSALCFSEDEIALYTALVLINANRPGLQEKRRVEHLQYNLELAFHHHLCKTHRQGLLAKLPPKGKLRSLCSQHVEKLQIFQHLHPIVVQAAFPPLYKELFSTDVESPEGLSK
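Schneider cells (Drosophila), stable Gal4 DBD–ROR gamma + UAS-luc; 1 hr cmpd preincubation; Cu2+ induction 700 uM final; 20 hr ambient; luminescence.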
KCNH2 3.1 block – KCNH2 3.1 (human) potassium channel inhibition; U2OS KCNH2 3.1, thallium flux FluxOr; stronger effect = lower value; activity change, % (tested at about 1.8 µM); actives 0.95% (n = 340,000); AID 720553;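 active means maximum activity change below -70%; inconclusive means maximum activity change from -70% to -50%; inactive means maximum activity change above -50%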;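 further: thallium influx rate constant from kinetic fluorescence after stimulation buffer; on the % scale 0 is the no-effect control and ±100 the full control effect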
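FluxOr-based Tl+ influx in U2OS cells transduced with KCNH2 3.1 virus; rate constants normalized to DMSO controls.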
Rab9 prom act – Rab9 promoter activation; Huh7 Rab9 promoter-luciferase reporter, luminescence, 24 h; Potency, µM (series often up to 9.22 µM), inactives show top-dose activation, negative = inhibition, most hits filed as activators; actives 2.8% (n = 320,000); AID 485297; further: potency means the concentration at half of the fitted maximal effect; % of control where 0% means no effect; nearly all actives have a fitted effect of over 60% in size
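Huh7 cells stably carrying Rab9 promoter–luciferase reporter, plated 1500 cells/well, compound added after 2 h and incubated 24 h at 37 °C; luciferase luminescence then read after 10 min with detection reagent.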
Giardia kill – kills Giardia lamblia; Giardia lamblia trophozoite viability; activity change, % at 7.66 µM, hits read low; actives 0.15% (n = 340,000); in the data active means activity change below about -80%; inconclusive means between about -30% and that limit;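 further: parasites exposed to compound for two days anaerobically before the ATP read; on the % scale 0 is the no-effect control and ±100 the full control effect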
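Trophozoites 100 cells/well + cpd; 48 hrs, 37 deg C, anaerobic. ATPLite 1-Step added, 15-30 min RT, luminescence read (ATP-based viability).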
Tb PFK inh – T. brucei PFK enzyme inhibition | T. brucei PFK, ADP-Glo luminescence | actives 0.17% (n = 330,000) | Potency, µM (highest dose often 57.5 µM), inactives show at the top dose activity, negative = inhibition, hits mostly inhibitors | O15648;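 further: potency means the concentration at half of the fitted maximal effect; 0% = uninhibited 1x PFK enzyme wells and -100% = no-enzyme wells; nearly all actives have a fitted effect of over 60% in size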
Target sequence (O15648 whole entry, looked up): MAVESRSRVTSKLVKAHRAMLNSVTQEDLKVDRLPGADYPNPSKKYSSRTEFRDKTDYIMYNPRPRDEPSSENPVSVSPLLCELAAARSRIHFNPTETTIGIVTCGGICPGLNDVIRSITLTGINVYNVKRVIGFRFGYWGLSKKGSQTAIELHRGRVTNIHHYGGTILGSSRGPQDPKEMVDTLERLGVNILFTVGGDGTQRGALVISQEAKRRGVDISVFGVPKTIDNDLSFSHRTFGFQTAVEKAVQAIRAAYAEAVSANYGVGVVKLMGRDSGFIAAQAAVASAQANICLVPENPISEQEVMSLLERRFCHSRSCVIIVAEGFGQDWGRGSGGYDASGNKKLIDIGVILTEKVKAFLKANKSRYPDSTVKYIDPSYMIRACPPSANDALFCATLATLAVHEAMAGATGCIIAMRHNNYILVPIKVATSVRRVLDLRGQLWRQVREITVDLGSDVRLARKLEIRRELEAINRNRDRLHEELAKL
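1.25 nM PFK with 0.5 mM F6P and 0.1 mM ATP in 0.1 M TEA pH 8.0, 5 mM MgCl2, incubated 45 min at room temperature; ADP measured by ADP-Glo luminescence; compounds titrated up to 57 uM.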
ELG1 genotoxic – inducers of genotoxicity in HEK293T ELG1-luciferase cells; HEK293T ELG1-luciferase reporter, luminescence, 16 h; actives 1.3% (n = 330,000); Potency, µM (top dose mostly 46 µM), inactives show at the highest dose activity change, positive = activation, actives largely listed as activators; AID 504466; further: potency means the concentration at half of the fitted maximal effect; % of control where 0% means no effect; nearly all actives have a fitted effect of over 60% in size
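ELG1-luciferase HEK293T cells, 2,000/well; compound pinned in; 16 hr, 37 °C, 5% CO2; ONE-Glo, 30 min RT; luminescence on CCD imager.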
VP16 counter – Gal4-VP16 reporter inhibition counter-screen | Drosophila S2 Gal4-VP16 UAS-luciferase, luminescence, 20 h | actives 3.5% (n = 310,000) | Potency, µM (highest dose often 53.6 µM), for the others: at the top dose activity, negative = inhibition, hits mostly inhibitors;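 further: Gal4-VP16 expression switched on by copper sulfate through the metallothionein promoter; potency means the concentration at half of the fitted maximal effect; on the % scale 0 is the no-effect control and ±100 the full control effect; nearly all actives have a fitted effect of over 50% in size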
An asterisk follows results filed as active; ? = inconclusive; . = no result given; [ ] = dose if it differs, or a comment. Unless noted, the call rests on the fitted dose curve; in most records, active means well fitted curve in the direction sought with a large enough effect; inconclusive means small, poorly fitted or top-dose-only effect, or another doubt; inactive means no such curve, though single readings can be large; an effect the other way counts as inactive or inconclusive.

Every second line gives: NPC1 prom act	ELG1 genotoxic	uPA surface inh	Giardia kill	Coupling enz	FLuc counter	RORgamma inh	Tb PFK inh	KCNH2 3.1 block	Rab9 prom act	VP16 counter
1. COCC(=O)N1CCCC(C(=O)c2ccc(Oc3ccccc3)cc2)C1 (stereo not given)
 : 1%	-8%	-4%	9	2	-3%	34%	4%	-4	1%	5%
2. CCN(CC)S(=O)(=O)c1ccc(C(=O)NCCN2C(=O)S/C(=C\c3cccnc3)C2=O)cc1
 : 13%	-5%	-23%	-8	2	-7%	17%	2%	-21	1%	?
3. CC(=O)Nc1cccc(C(=O)OCC(=O)Nc2nnc(-c3ccccc3)o2)c1
 : -1%	5%	6%	-1	.	?	.	-7%	-8	-1%	.
4. COc1ccccc1-n1ccnc1SCC(=O)NCc1ccco1
 : -5%	3%	-5%	-8	0	3%	7%	-5%	-8	-1%	25%
5. COc1ccc(-c2nn(-c3ccccc3)cc2/C=C\C(=O)N2CCOCC2)cc1[N+](=O)[O-]
 : -4%	4%	-3%	4	5	1%	-4%	1%	.	1%	-18%
6. CC(C)[N+](C)(C)CC(O)CN(c1ccccc1)c1ccccc1 (stereo not given)
 : -1%	0%	0%	7	6	6%	-4%	2%	-5	0%	5%
7. Cc1nc(N2CCN(C)CC2)c2c(C)c(C(=O)Nc3ccc(C)c(F)c3)sc2n1
 : -9%	?	.	12	2	13%	-11%	-1%	-13	-1%	?
8. Nc1c2c(nc3sc4c(c13)CCCCC4)CCCCC2
 : 1.4µM*	?	-17%	-6	-3	1.7µM*	?	3%	-20	1.6µM*	-12%
9. O=C(O)c1ccc2c(c1)CCCN2
 : 1%	-3%	3%	-20	4	1%	1%	0%	12	1%	-11%
10. CN(C)/C=C/C=C1C(=O)CCCC1=O
 : -3%	2%	0%	-14	2	1%	-8%	-15%	3	2%	-6%
11. COc1cccc(OCC(=O)Nc2cc(NC(=O)COc3cccc(OC)c3)cc(C(=O)O)c2)c1
 : 1%	-2%	11%	-19	5	-15%	32%	-4%	-6	2%	-11%
12. Cc1cc(C(F)F)n2ncc(C(=O)NCc3ccccc3F)c2n1
 : -2%	0%	6%	6	3	1%	38%	-4%	9	2%	-13%
13. NS(=O)(=O)c1ccc(NS(=O)(=O)c2ccc(NC(=O)C3CC3)cc2)cc1
 : -3%	-5%	5%	27	.	1%	-15%	-2%	-3	-2%	-5%
14. CC(C)OC(=O)c1cccc(C(=O)OCc2ccco2)n1
 : -5%	1%	-10%	5	0	5%	-23%	0%	-3	-9%	?
15. CCCCNC(=O)CN1C(=O)C(CC)Oc2ccc(Cl)cc21 (stereo not given)
 : -6%	0%	2%	-8	-1	6%	-22%	0%	6	6%	0%
16. CC1(C(=O)OCC(=O)Nc2ccc(C(N)=O)cc2)CC1(Cl)Cl (stereo not given)
 : -1%	8%	0%	3	-1	4%	-3%	-4%	-2	1%	-7%
17. Cc1cc(C(=O)NC2CCCc3c2cnn3-c2ccc(C)c(C)c2)no1 (stereo not given)
 : -1%	3%	?	-26	.	-18%	?	-6%	1	-3%	-24%
18. Cc1ccc(C)c(NC(=O)CCc2c(C)nn(-c3ccc(N4CCCCC4)nn3)c2C)c1
 : -2%	0%[9.26 µM]	-5%	17	2	?	-11%	-1%	-5	5%	-8%
19. COc1cc2ncnc(NCc3ccccc3F)c2cc1OC
 : -2%	2%	-2%	-15	-1	0%	4%	-1%	-23	-4%	-3%
20. Cc1ccc(CN2CCN(c3cccc4[nH]ccc34)CC2)cc1
 : 2%	-6%	-5%	7	-5	1%	0%	5%	-35	1%	-3%
21. O=C(NCC(=O)N1CCCC1)c1ccc(Cl)cc1
 : -3%	12%	3%	-1	2	2%	.	2%	9	2%	.
22. CC(C)Sc1nc(N2CCOCC2)c2c3c(sc2n1)COC(C)(C)C3
 : 3%	0%	-2%	10	-2	2%	-9%	0%	-10	1%	1%
23. CN(C)CCCN(C(=O)c1ccc2c(c1)CCCC2)c1nc2ccc(F)cc2s1
 : 1%	-3%	5%	16	0	-9%	?	-12%	-72*	13%	?
24. CN(C)c1ccc(/C=C2/SC(=O)N(CCN=C3NS(=O)(=O)c4ccccc43)C2=O)cc1
 : ?	12%	-7%	-16	2	-13%	13%	0%	-3	?	5%
25. CCc1nn2c(NCCCO)cc(C)nc2c1-c1ccc(F)cc1
 : -2%	3%	-3%	11	-2	-30%	12%	-1%	-6	10%	8%
26. CC(C)CC(OC(=O)c1cccs1)C(=O)NCc1cccs1 (stereo not given)
 : -1%	0%	1%	3	0	-3%	0%	1%	4	-4%	1%
27. Cc1ccc(C(=O)Nc2ccccc2Sc2ccccc2)cc1
 : 14%	9%	-5%	-11	-1	?	9%	-5%	5	27%	20%
28. C=CCN1C(=O)c2ccc(C(=O)N(CC)CC(=O)Nc3cc(Cl)ccc3C)cc2C1=O
 : 1%	0%	-2%	-8	.	2%	.	0%	4	-4%	.
29. CC(C)OCCCNC(=O)c1ccc2c(=O)n(Cc3ccc4c(c3)OCO4)c(=S)[nH]c2c1
 : -1%	?	6%	-9	-1	5%	3%	0%	-12	2%	2%
30. O=C(NCc1ccccc1)/C(=C\c1ccccc1)NC(=O)c1ccco1
 : 2%	0%	-1%	-12	2	2%	-29%	0%	-11	0%	-4%
31. Cc1ccc(/C=N/NC(=O)c2ccc(Br)o2)s1
 : ?	?	-5%	-17	-1	?	8.9µM*	-2%	6	?	10µM*
32. CC(=O)Nc1ccc(-c2nnc(SCC(=O)Nc3ccc4c(c3)oc3ccccc34)n2C)cc1
 : ?	1%	1%	13	2	1.2µM*	38%	1%	-4	?	-2%
33. Cc1cc(C)cc(OCC(=O)Nc2cccc(-c3nnc(-c4ccco4)o3)c2)c1
 : 11%	-50%[inhibitor]	1%	7	0	1%	-15%	2%	-20	-2%	15%[0.365 µM]
34. COc1cccc(C(=O)CC(C(=O)O)c2ccc(F)cc2)c1 (stereo not given)
 : -6%	-1%	2%	9	6	-13%	-19%	3%	.	-3%	0%
35. O=C(CSc1ccc2c(c1)OCCO2)NCc1ccco1
 : -2%	0%	-3%	-23	1	-2%	-1%	6%	-24	-4%	2%
36. CCOC(=O)C(CC)(CCC(=O)O)c1csc(N)n1 (stereo not given)
 : -5%	-5%	0%	-8	3	6%	22%	-3%	21	-1%	3%
37. COc1ccc(-n2nc([N+](=O)[O-])c(=NCCC3=CCCCC3)n2O)cc1
 : ?	?	-4%	-91*	0	?	22%	-4%	-4	3.5µM*	4%
38. O=C(COC(=O)C1CCCN1C(=O)c1cccs1)c1ccccc1 (stereo not given)
 : -12%	-1%	-3%	6	4	0%	-2%	-2%	8	2%	3%
39. CC1CC1C(=O)Nc1cc(S(=O)(=O)N2CCOCC2)ccc1N1CCCC1 (stereo not given)
 : -1%	0%	-5%	4	1	0%	2%	-13%	0	0%	-2%
40. CCOc1ccc2cc(C#N)c(SCC(=O)OC)nc2c1
 : ?	?	-4%	-19	5	?	?	0%	-25	1.6µM*	1%
41. O=C(COC(=O)c1cc([N+](=O)[O-])ccc1N1CCOCC1)NCc1ccc(Cl)cc1Cl
 : 3%	-15%	5%	-11	.	0%	28%	1%	?	9%	-5%
42. COc1ccc(-c2nc(S(=O)(=O)c3ccccc3)c(N3CCOCC3)o2)cc1
 : -11%	0%	1%	10	-1	6%	23%[10 µM]	-1%	5	2%	-1%
43. COc1ccccc1C(=O)NNC(=O)c1ccc(Cl)cc1
 : 16%	12%	?	9	2	15µM*	-9%	0%	3	26%	-7%
44. COc1ccc(NC(=O)CN2C(=O)NC(C)(C3CC3)C2=O)cc1S(=O)(=O)N1CCCCC1 (stereo not given)
 : -4%	-2%	1%	-17	.	0%	.	2%	-16	-1%	.
45. Cc1ccc(NC(=S)N/N=C/c2cccn2Cc2ccccc2F)cc1
 : -17%	-1%	7%	28	0	2%	0.35µM*	8%	10	-8%	1.1µM*
46. COC(=O)c1ccc(COc2ccc(/C=N/O)cc2OC)o1
 : -2%	-1%	0%	-21	4	-9%	22%	5%	1	0%	-5%
47. CN(C)c1ccc(C(=O)N2CC(=O)N(CCc3ccccc3)C(=O)C2)cc1
 : 5%	0%	7%	14	2	0%	21%	7%	2	10%	8%
48. CC1CCN(C(=O)COC(=O)c2n[nH]c3ccccc23)CC1
 : 3.5µM*	?	-4%	-10	-1	?	1%	0%	-6	3.2µM*	-1%
49. CC(O)CC(C)O (stereo not given)
 : -2%	-1%	13%	-10	.	1%	4%	0%	12	-3%	-6%
50. O=C(NCC(=O)N(Cc1ccco1)C(C(=O)NC1CCCCC1)c1ccncc1)c1cccs1 (stereo not given)
 : -3%	-3%	0%	2	1	-1%	2%	-8%	-33	-2%	4%
51. COc1cc(CNC2CCCCC2)c(Br)cc1OC1CCCC1
 : -5%	-4%	-18%	-24	1	2%	1%	2%	3	-24%	1%

Screening results as filed in PubChem BioAssay.
